# From PubChem BioAssay
# HIV peptide binding: inhibitors of HIV fusion peptide binding, primary screen, biochemical, uHTS, fluorescence dequenching (AID 1986). cell-free peptide binding, fluorescence dequenching, 30 min; higher % means a stronger effect. inhibition, % at 20 µM, or IC50 in µM where a hit was titrated. 0.3% of 290,000 active; in the data active = inhibition mostly above about 52%, no sharp cut-off; inactive = mostly below about 76%; also: some results filed as inactive read as strong as hits
# GPR55 activation: selective activators of receptor GPR55 – imaging, U2OS cells, beta-arrestin-GFP redistribution, primary screen (AID 1961); 0.048% of 290,000 active; activation, % at 10 µM, or EC50 in µM where a hit was titrated; U2OS GPR55 beta-arrestin-GFP redistribution imaging; higher % means a stronger effect;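 active = activation above 40% with more than 50 cells counted in the well; inconclusive = wells holding fewer than 50 cells, flagged as toxic or sparse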;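 also: U2OS osteosarcoma cells stably expressing GPR55 and beta-arrestin-GFP; plate controls were DMSO negative control for no effect and LPI positive control for full effect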
# GPR35 arrestin U2OS: GPR35 antagonists blocking zaprinast-driven arrestin recruitment, primary screen, imaging, U2OS, beta-arrestin-GFP, zaprinast agonist (AID 2058). 0.052% of 290,000 active. U2OS GPR35 beta-arrestin-GFP translocation imaging, zaprinast antagonism; higher % means a stronger effect. one-dose inhibition, % at 10 µM; IC50 in µM for titrated hits;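 active = inhibition of at least 50% with at least 30 cells and total cytoplasm GFP at most 10,000,000; inconclusive = under 30 cells or total GFP of 10,000,000 plus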
# NTR1 agonist: NTR1-driven beta-arrestin-GFP spot formation – imaging, U2OS cells, high content, primary screen (AID 493036); 0.17% of 330,000 active; agonist mode; P30989; activation, % at 20 µM;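 active = activation at or above 40% of the spot to cytoplasm intensity ratio, with at least 20 cells analyzed; inconclusive = wells under 20 cells, flagged as cytotoxic or low count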;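 also: 0% = DMSO without peptide and 100% = 100 nM NTR1 peptide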
# Target sequence (P30989 whole entry, looked up): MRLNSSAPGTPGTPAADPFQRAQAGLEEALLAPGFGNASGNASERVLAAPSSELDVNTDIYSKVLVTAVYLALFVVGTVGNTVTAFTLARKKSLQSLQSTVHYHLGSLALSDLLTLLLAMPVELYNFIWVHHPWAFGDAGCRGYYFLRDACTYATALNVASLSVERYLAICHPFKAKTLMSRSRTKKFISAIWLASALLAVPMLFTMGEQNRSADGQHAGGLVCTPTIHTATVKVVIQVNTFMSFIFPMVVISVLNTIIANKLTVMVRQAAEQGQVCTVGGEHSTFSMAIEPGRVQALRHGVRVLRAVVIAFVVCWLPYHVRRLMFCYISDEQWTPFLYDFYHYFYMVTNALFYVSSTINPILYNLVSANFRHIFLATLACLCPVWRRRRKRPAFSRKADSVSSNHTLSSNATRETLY
# K1F lysis inhibition: inhibition of K1F phage lysis, E. coli UTI89, bacterial capsule biogenesis inhibitors, alamar blue (AID 488966); E. coli UTI89 K1F phage lysis, alamar blue, 2 h; higher % means a stronger effect; one-dose inhibition, % at 100 µM; IC50 in µM for titrated hits; 0.02% of 340,000 active;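 active = phage lysis inhibition, versus mean bacterial control, above a set limit; inconclusive = no clear call, values can overlap the other calls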;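 also: capsule biogenesis inhibitors block K1F phage lysis so surviving cells raise fluorescence; higher fluorescence means more inhibition of phage lysis; actives were called in the ten point dose series up to 300 µM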
# SIAH1 antagonists: Siah-1 peptide-binding antagonists, primary screen, biochemical, fluorescence polarization, rhodamine-plectin, uHTS (AID 1817); Siah-1 / rhodamine-plectin peptide fluorescence polarization; higher % means a stronger effect; displacement, % at 20 µM, or IC50 in µM where a hit was titrated; 0.02% of 290,000 active;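 active = displacement of at least 50% at 20 µM, with a fluorescence ratio check between 0.3 and a set limit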;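 also: plate controls were Siah plus tracer with DMSO for no effect and tracer alone without Siah for full effect; strong numbers were not always called active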
# GPR55 antagonists: GPR55 antagonists blocking LPI-driven arrestin recruitment, primary screen, imaging, U2OS, beta-arrestin-GFP, LPI agonist (AID 2013); U2OS GPR55 beta-arrestin-GFP translocation imaging, LPI antagonism; higher % means a stronger effect; inhibition, % at 10 µM; hits with a dose series show IC50 in µM; 0.13% of 290,000 active;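 active = spots per cell inhibited over 60%, with over 100 cells counted and total cytoplasm intensity under 500,000; inconclusive = wells with under 100 cells, flagged as likely toxic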;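 also: U2OS cells stably carrying GPR55 and arrestin-GFP stimulated by 5 µM LPI near EC80; imaged beta-arrestin-GFP aggregate spots per cell after agonist stimulation; plate controls were LPI-stimulated DMSO wells for no effect and DMSO wells without LPI for full effect; some results filed as inactive read as strong as hits; confirmed hits need IC50 under 10 µM and bright autofluorescent wells are also inconclusive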
# NS5 inhibitors: Dengue-2 NS5 methyltransferase inhibitors, primary screen, biochemical, confirmation dose response (AID 588689). 0.3% of 340,000 active. Dengue-2 NS5 methyltransferase capping enzyme assay, biochemical; higher % means a stronger effect. inhibition, % at 25 µM, or IC50 in µM where a hit was titrated; in the data active = a potency from the dose series; inconclusive = inhibition above about 29% without an active follow-up result
# AID2073: inhibitors of Mint1-CaV2.2 protein interaction, biochemical, HTRF (AID 2073). HTRF protein-protein interaction, Mint1-CaV2.2; higher % means a stronger effect. inhibition, % at 20 µM; hits with a dose series show IC50 in µM. 0.19% of 290,000 active; in the data active = inhibition mostly above about 51%, no sharp cut-off; inconclusive = no clear call, values can overlap the other calls; inactive = mostly below about 53%; also: some results filed as inactive read as strong as hits
# NTR1 agonist cell count 20 µM: second read-out of NTR1 agonist, no call of its own (marks repeat the call); cell count; measured here: cell count, cytotoxicity flag
# NS5 inhibitors pilot replicate: also measured in NS5 inhibitors; calls as there; inhibition, %; measured here: pilot screen replicate inhibition
# An asterisk follows results filed as active; ? = inconclusive; / = no result given; [ ] = remark or other dose.
SMILES,HIV peptide binding,GPR55 activation,GPR35 arrestin U2OS,NTR1 agonist,NTR1 agonist cell count 20 µM,K1F lysis inhibition,SIAH1 antagonists,GPR55 antagonists,NS5 inhibitors,AID2073,others
O=C(Nc1ccc2c(c1)CN(Cc1ccco1)CC2)C1CCCO1 (configuration not stated),5.2%,-0.1%,4.6%,1.3,70,-0.1%,-1.3%,1.8%,-0.3%,-3.5%,
COc1ccccc1C(OC(=O)c1ccco1)C(=O)NC(C)(C)C (configuration not stated),-3.8%,0.2%,-6.0%,0.9,75,0.1%,2.1%,0.6%,-2.5%,-3.0%,
Cc1nc2ccccc2nc1N/N=C/c1ccc(O)cc1O,-1.6%,-0.3%,-2.0%,1.5,65,0.5%,-5.7%,-7.0%,-2.3%,1.7%,
COCCCNC(=O)CN(c1cccc(Cl)c1)S(C)(=O)=O,-1.7%,-0.3%,-5.9%,0.1,81,-0.6%,-4.1%,-1.0%,-3.2%,-11.6%,
Fc1ccc(CSc2nncn2NCc2ccc3c(c2)OCO3)cc1,-2.0%,-0.3%,-7.6%,-1.6,47,3.7%,0.8%,11.8%,-4.0%,-16.5%,
CCC(CC)C(=O)OCC(=O)Nc1ccc(S(=O)(=O)N2CCOCC2)cc1OC,17.6%,-0.1%,15.4%,1.8,89,-0.3%,-2.8%,-1.1%,-1.9%,-7.7%,NS5 inhibitors pilot replicate=4.2
COCCCNC(=O)C1CCN(c2nc(C)cc(C)n2)CC1,1.1%,0.2%,25.1%,1.3,76,5.1%,2.4%,-4.7%,-6.4%,-2.6%,
O=C(O)c1cccc(Cl)n1,0.5%,-0.1%,12.0%,-0.9,55,1.3%[50 µM],21.6%,1.9%,1.7%,-0.2%,
COc1ccc(OC)c(C(C[N+](=O)[O-])c2c(C)cc3ccccn23)c1 (configuration not stated),-3.4%,0.7%,16.4%,50.4*,58*,0.1%,-3.9%,6.2%,-5.7%,10.0%,
O=C(NC(=O)N1CCOCC1)c1ccccc1,-0.7%,-0.1%,2.5%,1.9,49,1.4%[50 µM],-6.3%,8.4%,-4.6%,18.6%,
O=C(NN1C(=O)/C(=C/C=C/c2ccco2)SC1=S)c1ccccc1O,65.1%,0.2%,-6.9%,1.7,52,0.3%,57.4%,5.3%,10.7%,18.4%,
Nn1c(SCc2nc3ccccc3[nH]2)nnc1-c1cccnc1,-1.8%,-0.6%,11.9%,-0.8,88,0.8%,-4.2%,1.7%,0.0%,-6.1%,
COC(=O)c1ccc(COC(=O)c2[nH]c(C)c(C(C)=O)c2C)o1,-2.1%,-0.2%,6.9%,1.3,79,0.0%,-4.2%,-22.4%,-2.0%,0.2%,
O=C(Cn1c2c(c(=O)n3ncnc13)CCC2)N/N=C/c1cccs1,1.1%,0.4%,4.1%,-1.0,49,/,15.9%,-2.4%,/,8.4%,
CCOc1ccc(N(CC(=O)NC2CCCC2)C(=O)CCCC(=O)Nc2ccccn2)cc1,2.4%,-0.1%,-5.9%,2.2,45,1.2%,-1.0%,-8.7%,1.6%,6.5%,
Cc1cccc(OCC(=O)Nc2ccc(C(=O)NCc3cccnc3)cc2)c1,-1.2%,0.3%,3.8%,-3.3,50,/,-3.6%,-28.1%,/,-0.9%,
O=C(CSc1ncn(-c2ccccc2)n1)Nc1ccc(Br)cn1,2.6%,0.2%,-10.0%,0.5,87,-0.3%,1.6%,44.1%,-8.1%,9.8%,NS5 inhibitors pilot replicate=5.8
CCCn1c(=O)c(C(=O)Nc2ccccc2)c(O)c2ccccc21,1.0%,0.8%,-5.1%,4.7,57,0.1%,7.6%,10.9%,3.5%,-5.3%,
CN(C)/C=N/c1nc2nccc(-c3cccs3)n2n1,0.0%,-0.3%,-15.4%,0.4,80,-0.3%,5.9%,8.9%,3.0%,?,
CC1(C)CC(CCC(=O)Nc2ccc(S(N)(=O)=O)cc2)C(=O)O1 (configuration not stated),-1.4%,-0.1%,-6.6%,2.0,99,-0.1%,-2.0%,-6.6%,-5.5%,3.0%,
C/C(=N\NC(=O)c1cccs1)c1c(O)cc(C)oc1=O,0.2%,-0.2%,-0.4%,3.1,44,2.1%[50 µM],-1.6%,13.5%,1.3%,2.4%,
CCCCNS(=O)(=O)c1ccc2nc(SCC(=O)c3ccccc3OC)[nH]c2c1,0.4%,-0.1%,-0.9%,1.9,51,8.5%,1.7%,2.1%,-8.8%,?,
Cc1ccc(OCC(=O)Nc2cccc(O)c2)cc1C,0.0%,-0.1%,-1.0%,-1.6,78,1.4%,-2.4%,-16.4%,-1.6%,8.6%,
C=CCCC(=O)NC1CC(C)(C)Cc2c1cnn2-c1ccc(OC)cc1 (configuration not stated),-0.5%,-0.1%,-4.0%,1.8,47,-0.1%,3.0%,-10.9%,-1.3%,9.5%,NS5 inhibitors pilot replicate=0.6
Cc1ccc(C)c(Oc2cc(NC(=O)CCCn3nc(C)c([N+](=O)[O-])c3C)cc([N+](=O)[O-])c2)c1,-1.6%,-0.4%,6.2%,7.5,60,0.6%[50 µM],-4.9%,12.8%,-0.6%,2.4%,
Cn1c(COc2ccccc2)nnc1SCCN1CCOCC1,-1.2%,1.4%,3.5%,0.4,81,-0.5%,0.7%,4.5%,-2.5%,-7.1%,
CNC(=O)COc1coc(CN2CCN(c3cccc(Cl)c3)CC2)cc1=O,-0.9%,-0.2%,15.8%,-0.3,48,1.1%,-0.4%,-5.5%,-0.9%,0.9%,
O=C(O)CSc1nnc(-c2ccccc2O)n1Cc1ccccc1,3.5%,0.0%,0.9%,-0.5,80,0.0%,-1.4%,10.5%,-4.7%,8.6%,
CC1CCC2CCCCC2N1C(=O)c1cc([N+](=O)[O-])cc([N+](=O)[O-])c1 (configuration not stated),-1.2%,-0.2%,-14.7%,0.7,38,-0.4%,-4.2%,6.6%,-9.2%,4.1%,
O=C(NC12CC3CC(CC(C3)C1)C2)c1c(Cl)cccc1Cl,0.5%,0.2%,-9.6%,0.6,52,0.2%,-1.6%,2.9%,2.6%,5.7%,NS5 inhibitors pilot replicate=1.2
Cc1c(NS(=O)(=O)c2cccc(C(=O)O)c2)c(=O)n(-c2ccccc2)n1C,-0.1%,-0.1%,11.8%,-0.4,49,0.4%,5.8%,2.4%,-2.7%,-8.1%,
CCN(C(=O)CN1CCN(c2cccc(C(F)(F)F)c2)CC1)c1c(N)n(Cc2ccccc2)c(=O)[nH]c1=O,-0.1%,0.2%,5.5%,0.7,55,0.1%,-6.6%,-1.1%,-2.3%,-13.0%,
O=C(/C=C/c1ccccc1)Oc1ccc(C(=S)N2CCOCC2)cc1,1.3%,-0.3%,0.9%,1.0,46,-1.0%,20.1%,4.5%,3.7%,8.7%,
CN(C)CCCN(Cc1ccccc1)C(=S)Nc1cccc(C(F)(F)F)c1,0.5%,0.7%,3.6%,-0.1,43,7.7%,3.2%,0.0%,-5.1%,-38.8%,
CCCn1c(NCc2ccc3c(c2)OCO3)nc2ccccc21,-0.2%,0.2%,3.0%,0.8,47,5.0%,1.1%,8.7%,-2.1%,9.2%,
COc1c(Br)cc(Br)cc1/C=C1/C(=O)N=C(N)N1C,3.6%,0.5%,-6.9%,-0.4,46,0.3%,-4.0%,-4.4%,-1.5%,3.3%,
COc1ccc(OC)c(NC(=O)CCn2ccnc2)c1,1.0%,0.0%,-1.8%,-0.7,88,0.2%,-1.3%,5.8%,-3.3%,3.7%,
Cc1ccc(Nc2nc(CSc3nnc(-c4ccncc4)n3-c3ccccc3C)cs2)cc1,2.3%,0.3%,4.3%,4.3,45,7.8%,-2.0%,15.0%,-6.6%,-9.3%,
CCN(CC)CCCOc1nc(C)nc2c1oc1ccccc12,1.7%,-0.4%,6.1%,/,/,0.6%,4.2%,11.1%,-4.1%,-6.3%,NS5 inhibitors pilot replicate=0.8
Cn1c(=O)c2c(ncn2CC(=O)N/N=C/c2ccco2)n(C)c1=O,0.7%,0.2%,4.5%,-1.1,57,2.4%,1.2%,-1.5%,0.4%,-2.5%,
CCCOc1ccc(-c2nnc(-c3ccco3)o2)cc1,-2.3%,-0.1%,4.2%,-2.0,82,10.0%,-7.0%,3.1%,-2.6%,2.2%,
COc1ccccc1NC(=S)N(Cc1cccs1)C1CCCC1,-1.6%,-0.3%,-4.6%,2.2,57,0.2%,5.3%,-0.8%,-11.7%,-10.7%,
CCOC(=O)C1CCCN(CC(O)COCc2ccc3c(c2)OCO3)C1 (configuration not stated),2.8%,-0.3%,-8.7%,-0.7,80,0.3%,3.8%,7.8%,0.0%,5.7%,
CCc1ccc(C2CC(c3ccccc3C)n3nc(N)nc3N2)cc1 (configuration not stated),-1.6%,0.7%,-11.2%,-1.1,53,7.5%,2.7%,9.0%,-7.3%,4.6%,
Cc1ccc(-n2c(-c3ccco3)n[nH]c2=S)cc1,-0.3%,-0.1%,11.3%,1.7,90,0.2%,-3.4%,1.5%,/,16.7%,
CS(=O)(=O)c1ccc(C(=O)NCc2ccccc2F)cc1,2.6%,0.5%,-10.2%,-0.2,48,1.7%,3.7%,4.8%,-1.5%,-6.5%,
COc1ccc(S(=O)(=O)N2CCOCC2)cc1NC(=O)Cc1ccccc1Cl,-1.9%,-0.2%,-1.1%,-1.7,60,1.1%,16.2%,1.4%,-0.7%,0.5%,
Cc1cccn2c(=O)c(/C=C(\C#N)S(=O)(=O)c3ccccc3)c(N3CCC(C(N)=O)CC3)nc12,-0.4%,0.0%,-3.5%,6.7,76,-0.1%,-0.6%,-9.1%,-11.0%,6.7%,NS5 inhibitors pilot replicate=-0.6
O=S(=O)(Nc1ccc(C(F)(F)F)cc1)c1cnc[nH]1,0.9%,0.2%,-12.0%,-7.6,90,-1.6%,4.5%,-10.1%,-4.8%,-5.3%,
O=C(c1cccs1)N1CCN(C2CCCCC2)CC1,3.8%,0.2%,-9.3%,-0.6,61,-0.5%,-0.2%,17.7%,8.9%,6.6%,
Cn1cc(C(=O)NS(=O)(=O)Nc2ccc(Br)cc2)c2ccccc21,1.3%,1.1%,-7.4%,0.8,44,0.1%,1.8%,-5.3%,-7.3%,8.8%,
Cc1ccc(Nc2nc(N3CCN(C)CC3)nc(N)c2[N+](=O)[O-])cc1C,-1.7%,-0.3%,5.6%,7.5,68,/,-3.6%,-0.3%,/,-5.9%,
CO/N=C1\CCCc2c(C(=O)NN)sc(SC)c21,-3.8%,0.3%,3.3%,1.1,56,/,-0.4%,2.9%,/,8.9%,
